Source: PubChem BioAssay (several laboratories)
HIF act: HIF pathway transcriptional activation; U2OS HRE-luciferase reporter, luminescence; normalized: DMSO 0%, desferrioxamine 100%; activation, % at 7.5 µM (by protocol); actives 0.32% (n = 300,000); AID 1910;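 active = mean activation of at least 10% of the iron chelator positive control signal, with at least half of replicates also reaching 10%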
KLF5 inh: inhibitors of KLF5 expression | actives 0.23% (n = 290,000) | inhibition, % at 5 µM | DLD-1 KLF5 promoter-luciferase reporter, luminescence;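 active = inhibition above a per-plate limit of that plate's mean compound inhibition plus 3 SD, cut at about 60% in these data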;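 also: 0% = DMSO wells and 100% = LY294002 at 200 µM; higher means less KLF5 promoter-driven luciferase light; inactives centre near -14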
HSF1 inhib: HSF1 inhibition; AID 2098; NIH3T3-HGL HSE-luciferase, MG132-induced, luminescence 8 h; hits give low values; actives 0.77% (n = 300,000); activity change, negative = inhibition, % at 7.5 µM (by protocol);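 active = more than half of replicate wells show activity change below -50%, luminescence cut by over half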;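 also: luciferase reports HSF-1 transcriptional activity via heat shock element; 0% = median of DMSO wells and -100% = zero luminescence signal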
HSF-1 act: increases HSF-1 driven luciferase reporter signal | NIH3T3-HGL HSF-1 luciferase reporter, MG132, 8 h; 100% = twice DMSO control signal | activation, % at 9 µM | actives 1.7% (n = 300,000) | AID 504408;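 active = mean replicate activation of at least 50% with a set share of replicates each reaching 50%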;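 also: 0% = median of the neutral control wells and 100% = twice that signal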
HDAC3 inhib: inhibitors of human histone deacetylase 3; inhibition, % at 8.3 µM; O15379; actives 0.15% (n = 320,000); recombinant HDAC3, fluorogenic peptide/trypsin coupled, fluorescence; in the data active = inhibition above about 26%, passing the limit was not always enough
Target sequence (O15379 whole entry, looked up): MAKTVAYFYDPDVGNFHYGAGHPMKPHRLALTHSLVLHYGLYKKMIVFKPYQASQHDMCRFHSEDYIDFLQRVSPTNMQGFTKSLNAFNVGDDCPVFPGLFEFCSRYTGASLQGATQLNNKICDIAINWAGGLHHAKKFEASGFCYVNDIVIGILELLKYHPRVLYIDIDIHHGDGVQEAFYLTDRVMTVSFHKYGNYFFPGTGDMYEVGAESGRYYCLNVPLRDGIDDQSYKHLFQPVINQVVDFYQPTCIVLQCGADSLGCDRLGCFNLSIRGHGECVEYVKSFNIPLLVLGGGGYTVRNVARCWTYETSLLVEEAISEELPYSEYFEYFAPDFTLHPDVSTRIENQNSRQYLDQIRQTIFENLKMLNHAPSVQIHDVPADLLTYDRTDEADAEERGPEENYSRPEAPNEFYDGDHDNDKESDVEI
Platelet DG rel: platelet dense granule release activity | human platelet-rich plasma, SFLLRN dense granule ATP release, luminescence | inhibition, %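 (compounds screened at 7.5 µM in platelet-rich plasma)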 | actives 0.22% (n = 300,000) | AID 1663;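 active = mean replicate score, as percent of positive control, at or above 50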
IEC-6 cytotox: IEC-6 cytotoxicity, counter-screen for KLF5 inhibitors | actives 0.78% (n = 290,000) | AID 1825 | luminescence viability | inhibition, % at 5 µM; in the data active = inhibition above about 22%;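 also: 0% = plate median of test compound wells and 100% = cytotoxic reference compound wells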
aSyn 5UTR inh: 5' untranslated region of α-synuclein, MLPCN primary screen; alpha-synuclein 5'UTR reporter, inhibitor activity; actives 0.82% (n = 300,000); AID 1813; inhibition, % (tested at 7.5 µM); in the data active = inhibition above about 60%;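 also: H4 neuroglioblastoma cells stably carrying SNCA 5'UTR luciferase fusion; 0% = DMSO wells and 100% = positive control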
AI-2 QS modul: modulates the Vibrio harveyi AI-2 quorum sensing system. activity change, % at 7.5 µM. AID 2094. actives 0.4% (n = 300,000). Vibrio harveyi JMH597 AI-2 luminescence/OD600 ratio, 9 h; hits give low values; strain lacks LuxN and CqsS sensors; 0 = neutral-control median; in the data active = activity change below about -75%, passing the limit was not always enough;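 also: luminescence divided by OD600 gain over 9 h not by final OD600 alone; inactives centre near 13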
HSP90 inh: inhibitors of HSP90 luciferase refolding in rabbit reticulocyte lysate. luciferase refolding luminescence, 3 h. inhibition, % at 5.6 µM. actives 0.91% (n = 290,000). AID 1789;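 active = inhibition above the screen-wide mean plus 3 SD, computed separately per campaign, cut at about 16% in these data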;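 also: 0% = DMSO wells and 100% = 60 µM geldanamycin wells; inhibitors lower the luminescence because luciferase stays unfolded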
* = called active by the depositor. Outcome played no part in choosing rows; 5% or so of the library scored in one or more.

Results for CCOc1ccc(S(=O)(=O)Nc2cccc(C(=O)NCC(c3ccccc3)N(C)C)c2)cc1 (stereo not drawn) ?
HIF act: 0.0; HSF1 inhib: -1; HSF-1 act: -15; Platelet DG rel: -18; aSyn 5UTR inh: 8; AI-2 QS modul: 9

How did C=CCn1c(=N)n(CC(=O)c2ccc(Br)cc2)c2ccccc21 do in these assays?
HIF act: 0.7; KLF5 inh: -20; HSF1 inhib: 2; HSF-1 act: -13; HDAC3 inhib: 3; Platelet DG rel: -4; IEC-6 cytotox: 6; aSyn 5UTR inh: -37; AI-2 QS modul: 21; HSP90 inh: 1

What do the screens show for `Cc1ccoc1C(=O)Nc1cccc(Oc2ccccc2)c1`?
HIF act: 2.6; KLF5 inh: -123; HSF1 inhib: 40; HSF-1 act: 38; HDAC3 inhib: 1; Platelet DG rel: 12; IEC-6 cytotox: -3; aSyn 5UTR inh: -137; AI-2 QS modul: -10; HSP90 inh: 1

Results for COc1ccccc1N1CCN(C(=O)Cc2cccs2)CC1 ?
HIF act: 0.3; KLF5 inh: -39; HSF1 inhib: 0; HSF-1 act: 6; HDAC3 inhib: -4; Platelet DG rel: 1; IEC-6 cytotox: 2; aSyn 5UTR inh: 22; AI-2 QS modul: 13; HSP90 inh: 0

What do the screens show for `Cc1ccc(C)c(NC(=O)Cn2nnc(C(=O)NCc3ccco3)c2N)c1`?
HIF act: 1.8; KLF5 inh: 41; HSF1 inhib: -6; HSF-1 act: 3; HDAC3 inhib: -4; Platelet DG rel: 7; IEC-6 cytotox: 24*; aSyn 5UTR inh: -2; AI-2 QS modul: 52; HSP90 inh: -2

Results for CN(CCC1CCCCO1)C(=O)c1cc(COc2ccc(F)cc2F)on1 (stereo not drawn) ?
HIF act: 0.9; KLF5 inh: -39; HSF1 inhib: 13; HSF-1 act: 14; HDAC3 inhib: -5; Platelet DG rel: -5; IEC-6 cytotox: 3; aSyn 5UTR inh: -2; AI-2 QS modul: 22; HSP90 inh: -2

Results for c1ccc(SCc2nc(-c3cccnc3)no2)cc1 ?
HIF act: 1.1; KLF5 inh: -125; HSF1 inhib: 38; HSF-1 act: 47; HDAC3 inhib: 0; Platelet DG rel: 10; IEC-6 cytotox: -3; aSyn 5UTR inh: -103; AI-2 QS modul: -4; HSP90 inh: -1

What do the screens show for `COc1ccccc1OCCn1c(SCC(=O)O)nc2ccccc21`?
HIF act: -0.8; KLF5 inh: -47; HSF1 inhib: -1; HSF-1 act: 2; HDAC3 inhib: -1; Platelet DG rel: 5; IEC-6 cytotox: -4; aSyn 5UTR inh: -5; AI-2 QS modul: 23; HSP90 inh: -2

Results for Cc1c(C)c2c(OCC(=O)NCC(=O)NCC(=O)O)cc3c(c2oc1=O)CCC(C)(C)O3 ?
HIF act: 0.3; KLF5 inh: -8; HSF1 inhib: 0; HSF-1 act: -2; HDAC3 inhib: -144; Platelet DG rel: 7; IEC-6 cytotox: 0; aSyn 5UTR inh: 8; AI-2 QS modul: 24; HSP90 inh: -4

How did Cc1cc(C)c(S(=O)(=O)NCc2ccc3c(c2)cc(C)n3C)c(C)c1 do in these assays?
HIF act: -0.6; KLF5 inh: -15; HSF1 inhib: 0; HSF-1 act: -12; HDAC3 inhib: -4; Platelet DG rel: 1; IEC-6 cytotox: 4; aSyn 5UTR inh: 23; AI-2 QS modul: 3; HSP90 inh: 1

How did C=CCNC(=O)c1ccc(CSc2nc3ccccc3s2)cc1 do in these assays?
HIF act: 2.3; KLF5 inh: -114; HSF1 inhib: 11; HSF-1 act: 20; HDAC3 inhib: 3; Platelet DG rel: -22; IEC-6 cytotox: 0; aSyn 5UTR inh: -24; AI-2 QS modul: 42; HSP90 inh: -7

How did CCOC(=O)C(NC(=O)c1ccc(Cl)cc1Cl)(Nc1ccc(C)cc1)C(F)(F)F (stereo not drawn) do in these assays?
HIF act: 3.0; KLF5 inh: -27; HSF1 inhib: -36; HSF-1 act: -32; HDAC3 inhib: 5; Platelet DG rel: 3; IEC-6 cytotox: -4; aSyn 5UTR inh: -18; AI-2 QS modul: 21; HSP90 inh: -7

What do the screens show for `O=C1/C(=C/c2ccco2)SC(=S)N1CC1CCCO1` (stereo not drawn)?
HIF act: -0.9; KLF5 inh: 2; HSF1 inhib: 5; HSF-1 act: 18; HDAC3 inhib: 14; Platelet DG rel: 5; IEC-6 cytotox: -2; aSyn 5UTR inh: -61; AI-2 QS modul: 8; HSP90 inh: 8

What do the screens show for `O=C(Nc1ccc(Cc2ccncc2)cc1)c1ccc(Cl)c([N+](=O)[O-])c1`?
HIF act: -1.2; KLF5 inh: -25; HSF1 inhib: -5; HSF-1 act: -25; Platelet DG rel: -6; IEC-6 cytotox: -5; aSyn 5UTR inh: -12; AI-2 QS modul: -11; HSP90 inh: -4

Results for COc1cccc(C(=O)Nc2ccc(N3CCCC3)cc2)c1 ?
HIF act: 3.9; KLF5 inh: -93; HSF1 inhib: 15; HSF-1 act: 11; HDAC3 inhib: 7; Platelet DG rel: 88*; IEC-6 cytotox: 24*; aSyn 5UTR inh: -189; AI-2 QS modul: 28; HSP90 inh: -1

Retrieved by compound from the list above (two):
How did Cc1cc(C)c(S(=O)(=O)NCc2ccc3c(c2)cc(C)n3C)c(C)c1 do in these assays?
HIF act: -0.6; KLF5 inh: -15; HSF1 inhib: 0; HSF-1 act: -12; HDAC3 inhib: -4; Platelet DG rel: 1; IEC-6 cytotox: 4; aSyn 5UTR inh: 23; AI-2 QS modul: 3; HSP90 inh: 1

How did C=CCNC(=O)c1ccc(CSc2nc3ccccc3s2)cc1 do in these assays?
HIF act: 2.3; KLF5 inh: -114; HSF1 inhib: 11; HSF-1 act: 20; HDAC3 inhib: 3; Platelet DG rel: -22; IEC-6 cytotox: 0; aSyn 5UTR inh: -24; AI-2 QS modul: 42; HSP90 inh: -7

(listing goes on)
Results for CN(CC(=O)Nc1ccc(OC(F)(F)F)cc1)C1CCCCC1 ?
HIF act: -0.5; KLF5 inh: 5; HSF1 inhib: 1; HSF-1 act: 2; HDAC3 inhib: 6; Platelet DG rel: 4; IEC-6 cytotox: -4; aSyn 5UTR inh: -2; AI-2 QS modul: 10; HSP90 inh: -5

What do the screens show for `COP(=O)(/C=C/c1ccccc1)C(O)c1ccc(F)cc1` (stereo not drawn)?
HIF act: 0.0; KLF5 inh: -9; HSF1 inhib: -3; HSF-1 act: 8; HDAC3 inhib: -8; Platelet DG rel: 1; IEC-6 cytotox: 1; aSyn 5UTR inh: 8; AI-2 QS modul: 22; HSP90 inh: 3

How did CCOc1cc(C2c3c(n[nH]c3C)C(=O)N2c2ccc(Br)cc2)ccc1O (stereo not drawn) do in these assays?
HIF act: -31; KLF5 inh: -50; HSF1 inhib: 9; HSF-1 act: 17; HDAC3 inhib: 0; Platelet DG rel: 4; IEC-6 cytotox: -7; aSyn 5UTR inh: -62; AI-2 QS modul: 28; HSP90 inh: 14

What do the screens show for `COc1ccc(NC(=O)c2ccc(C)cc2)c(OC)c1`?
HIF act: 1.4; KLF5 inh: -34; HSF1 inhib: 15; HSF-1 act: 13; HDAC3 inhib: 1; Platelet DG rel: -10; IEC-6 cytotox: -5; aSyn 5UTR inh: -189; AI-2 QS modul: 17; HSP90 inh: 3

What do the screens show for `CN(C)c1nc(N/N=C/c2ccccc2O)nc(Nc2ccc(F)cc2)n1`?
HIF act: -0.3; KLF5 inh: -3; HSF1 inhib: 1; HSF-1 act: -1; HDAC3 inhib: -8; Platelet DG rel: -3; IEC-6 cytotox: 3; aSyn 5UTR inh: -60; AI-2 QS modul: 22; HSP90 inh: -2

Results for O=c1c(-c2ccccc2)c(O)nc2ccccn12 ?
HIF act: 0.3; KLF5 inh: -31; HSF1 inhib: -3; HSF-1 act: -17; HDAC3 inhib: 2; Platelet DG rel: -5; IEC-6 cytotox: 2; aSyn 5UTR inh: -1; AI-2 QS modul: 21; HSP90 inh: 2

Results for O=C(Nc1sc2c(c1C(=O)O)CCCCC2)c1ccccc1F ?
HIF act: 1.2; KLF5 inh: -36; HSF1 inhib: 4; HSF-1 act: -8; HDAC3 inhib: -5; Platelet DG rel: -6; IEC-6 cytotox: -1; aSyn 5UTR inh: -61; AI-2 QS modul: 27; HSP90 inh: 3

What do the screens show for `CC(=O)N1CCC(C(=O)NCCOc2cccc(C)c2)CC1`?
HIF act: -0.3; KLF5 inh: 6; HSF1 inhib: -8; HSF-1 act: 0; HDAC3 inhib: -3; Platelet DG rel: -3; IEC-6 cytotox: -8; aSyn 5UTR inh: 6; AI-2 QS modul: 29; HSP90 inh: -6

How did CNNC(=S)Nc1cccc(C(F)(F)F)c1 do in these assays?
HIF act: -0.2; KLF5 inh: -25; HSF1 inhib: 5; HSF-1 act: 18; HDAC3 inhib: 4; Platelet DG rel: 1; IEC-6 cytotox: -10; aSyn 5UTR inh: -8; AI-2 QS modul: 5; HSP90 inh: 1

Results for O=C1C(Cl)=C(Nc2ccccc2O)C(=O)N1c1ccccc1 ?
HIF act: 2.1; KLF5 inh: -90; HSF1 inhib: 24; HSF-1 act: 34; HDAC3 inhib: -2; Platelet DG rel: 0; IEC-6 cytotox: -11; aSyn 5UTR inh: -94; AI-2 QS modul: 31; HSP90 inh: 4

Results for O=c1[nH]c2cc3c(cc2cc1CN(CC1CCCO1)S(=O)(=O)c1ccc(Cl)cc1)OCCO3 (stereo not drawn) ?
HIF act: 1.7; KLF5 inh: -158; HSF1 inhib: 23; HSF-1 act: 9; HDAC3 inhib: 7; Platelet DG rel: 1; IEC-6 cytotox: -1; aSyn 5UTR inh: 10; AI-2 QS modul: 5; HSP90 inh: 3

Results for COc1ccccc1CNC(=O)COC(=O)c1cc(-c2ccco2)nc2ccccc12 ?
HIF act: -0.4; KLF5 inh: -33; HSF1 inhib: -1; HSF-1 act: -14; HDAC3 inhib: 2; Platelet DG rel: 1; IEC-6 cytotox: -2; aSyn 5UTR inh: -3; AI-2 QS modul: 14; HSP90 inh: 2

Results for O=C(Nc1nc2c(Cl)ccc(Cl)c2s1)C1CC1 ?
HIF act: -0.2; KLF5 inh: 9; HSF1 inhib: 7; HSF-1 act: 9; HDAC3 inhib: -1; Platelet DG rel: -1; IEC-6 cytotox: -14; aSyn 5UTR inh: 1; AI-2 QS modul: -4; HSP90 inh: -2

How did Cn1c(Cl)c(/C=N/OC(=O)C(C)(C)C)c2ccccc21 do in these assays?
HIF act: -0.4; KLF5 inh: -16; HSF1 inhib: -11; HSF-1 act: 0; HDAC3 inhib: 2; Platelet DG rel: -8; IEC-6 cytotox: 6; aSyn 5UTR inh: -29; AI-2 QS modul: 18; HSP90 inh: 2

What do the screens show for `O=C(OCc1nnc(-c2ccccc2)o1)c1cc(F)c(F)cc1Cl`?
HIF act: -0.5; KLF5 inh: -13; HSF1 inhib: -1; HSF-1 act: 3; HDAC3 inhib: -1; Platelet DG rel: 7; IEC-6 cytotox: -1; aSyn 5UTR inh: 11; AI-2 QS modul: 17; HSP90 inh: 0

Results for Cc1c(Cl)cccc1NC(=O)CC(C(=O)O)C1CCCO1 (stereo not drawn) ?
HIF act: 0.2; KLF5 inh: 2; HSF1 inhib: -4; HSF-1 act: 3; HDAC3 inhib: 14; Platelet DG rel: -5; IEC-6 cytotox: 8; aSyn 5UTR inh: 10; AI-2 QS modul: 32; HSP90 inh: 3

How did Cn1ccnc1SCC(=O)Nc1ccc(Oc2ccccc2)cc1 do in these assays?
HIF act: 2.8; KLF5 inh: -31; HSF1 inhib: 17; HSF-1 act: 10; HDAC3 inhib: -5; Platelet DG rel: 0; IEC-6 cytotox: -3; aSyn 5UTR inh: -47; AI-2 QS modul: 14; HSP90 inh: -3
